USP8 block: inhibitors of human USP8 deubiquitinase; Ubiquitin carboxyl-terminal hydrolase 8 (Homo sapiens), P40818; purified USP8, Ub-rhodamine cleavage fluorescence, 30 min; inhibition, % at 20 µM; actives 4.2% (n = 47,000); AID 1645853, 2021
USP7 inh: inhibitors of human USP7 deubiquitinase. purified USP7, Ub-rhodamine cleavage fluorescence. inhibition, % at 20 µM. actives 0.3% (n = 47,000)
USP10 block: inhibitors of human USP10 deubiquitinase. purified USP10, Ub-rhodamine fluorescence, 60 min. inhibition, % at 20 µM. actives 1.1% (n = 47,000)
Target sequence (Q14694 whole entry, looked up): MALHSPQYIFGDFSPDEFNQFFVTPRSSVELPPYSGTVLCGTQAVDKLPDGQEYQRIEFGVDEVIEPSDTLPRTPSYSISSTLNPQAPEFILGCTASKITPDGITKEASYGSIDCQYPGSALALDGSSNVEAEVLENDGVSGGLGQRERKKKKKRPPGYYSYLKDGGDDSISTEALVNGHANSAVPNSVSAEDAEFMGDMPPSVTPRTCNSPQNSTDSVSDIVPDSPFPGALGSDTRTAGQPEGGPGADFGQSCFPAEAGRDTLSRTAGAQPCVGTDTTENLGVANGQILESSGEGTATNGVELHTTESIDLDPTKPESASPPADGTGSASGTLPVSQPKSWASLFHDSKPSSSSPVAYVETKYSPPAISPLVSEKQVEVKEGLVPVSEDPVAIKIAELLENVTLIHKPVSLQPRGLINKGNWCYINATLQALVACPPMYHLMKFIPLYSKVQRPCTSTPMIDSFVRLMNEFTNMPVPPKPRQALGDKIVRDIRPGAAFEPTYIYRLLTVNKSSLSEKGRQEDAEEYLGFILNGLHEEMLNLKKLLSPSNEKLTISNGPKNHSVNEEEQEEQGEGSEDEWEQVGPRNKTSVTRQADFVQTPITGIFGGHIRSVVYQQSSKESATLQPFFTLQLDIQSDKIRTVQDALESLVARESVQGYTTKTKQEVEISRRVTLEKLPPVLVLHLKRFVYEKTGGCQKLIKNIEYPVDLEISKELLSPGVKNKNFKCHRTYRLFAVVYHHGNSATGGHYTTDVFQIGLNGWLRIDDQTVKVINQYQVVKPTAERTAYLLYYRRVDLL
UCHL1 block: inhibitors of human UCHL1 deubiquitinase; Ubiquitin carboxyl-terminal hydrolase isozyme L1 (Homo sapiens), P09936; actives 0.2% (n = 47,000); inhibition, % at 20 µM; AID 1645859, 2021; purified UCHL1, Ub-rhodamine cleavage fluorescence
OTUD3 inh: inhibitors of human OTUD3 deubiquitinase | OTU domain-containing protein 3 (Homo sapiens), Q5T2D3 | purified OTUD3, Ub-rhodamine fluorescence, 2 h | inhibition, % at 25 µM | actives 0.7% (n = 47,000) | AID 1645858, 2021
USP28 block: inhibitors of human USP28 deubiquitinase. purified USP28, Ub-rhodamine cleavage fluorescence, 30 min. inhibition, % at 25 µM. actives 3% (n = 47,000)
USP17 block: inhibitors of human USP17 deubiquitinase. inhibition, % at 50 µM. actives 6.5% (n = 47,000). Ubiquitin carboxyl-terminal hydrolase 17-like protein 5 (Homo sapiens), A8MUK1. AID 1645855, 2021. purified USP17, Ub-rhodamine cleavage fluorescence, 3 h
USP30 block: inhibitors of human USP30 deubiquitinase | Ubiquitin carboxyl-terminal hydrolase 30 (Homo sapiens), Q70CQ3 | purified USP30, Ub-rhodamine cleavage fluorescence | inhibition, % at 25 µM | actives 5.3% (n = 47,000) | AID 1645860, 2021
An asterisk follows results filed as active; i = inactive. No stated cut-off is given here; in the data, active means inhibition above about 30%; inactive means the rest.

SMILES | USP8 block | USP7 inh | USP10 block | UCHL1 block | OTUD3 inh | USP28 block | USP17 block | USP30 block
CC(C)CCN1C[C@H]2C[C@H](C(=O)N3CCCC3)[C@@H](C1)O2 | -51 | 0 | 0 | 1 | -3 | -10 | -6 | 4
CC(=O)NC(Cc1cccc(C)c1)C(=O)NC1CCN(C(=O)Nc2ccccc2)CC1 (centres undefined) | 15 | -6 | -2 | -1 | 12 | 16 | 5 | 5
COC(=O)c1ccc2c(=O)n(CCCCCC(=O)N3CCC(Cc4ccccc4)CC3)c(=O)[nH]c2c1 | -1 | 4 | 14 | 1 | 4 | 6 | 0 | 19
O=C(/C=C/c1ccc2c(c1)OCO2)N1CCCc2ccccc21 | -5 | 4 | 3 | 2 | 30 | 25 | 18 | 46*
O=C(CSc1nccn1C1CCCCC1)Nc1ccccc1F | 15 | -6 | 4 | 3 | 17 | 13 | 20 | 25
COc1ccc(C(=O)CSc2nnc(Cc3cc(=O)[nH]c(=O)[nH]3)n2-c2ccccc2)cc1 | -5 | -3 | -7 | 0 | -5 | 5 | 0 | -85
Cc1cc(NC(=O)Cn2c(=O)n(Cc3ccco3)c(=O)c3ccc(C(=O)NCCc4ccccc4)cc32)n[nH]1 | 87* | 3 | 66* | 18 | 77* | 84* | 82* | 74*
CC(=O)c1cccc(NC(=O)C(=O)c2cn(CC(=O)N3CCOCC3)c3ccccc23)c1 | -11 | -1 | -1 | -2 | -83 | -17 | -1 | -124
O=C(NC1CCCCCC1)c1ccc(Cn2cnc3ccccc3c2=O)cc1 | 4 | 5 | 0 | 1 | 7 | 15 | 2 | 5
CC(=O)c1ccc(N2CCN(C(=O)CCc3nnc4n(CCCOC(C)C)c(=O)c5ccccc5n34)CC2)cc1 | -5 | 0 | -4 | 1 | -4 | -3 | -15 | -8
Cn1nnc2c(NCC(=O)C(C)(C)C)nc(Cc3ccc(Cl)cc3Cl)nc21 | 10 | 3 | 0 | 2 | 17 | 28 | 16 | 25
CC(CCc1ccccc1)NC(=O)COC(=O)c1ccc2c(c1)OCCO2 (centres undefined) | 12 | 4 | -2 | 2 | 11 | 13 | 18 | 22
CC(C)CNC(=O)c1ccc2c(c1)nc1n2CCN(Cc2ccco2)C1 | 0 | 0 | -3 | -2 | -10 | -12 | -1 | -68
Cc1c(N2C(=S)N=C(Nc3ccc(Br)cc3)C23CCCCC3)c(=O)n(-c2ccccc2)n1C | 3 | -4 | 2 | 7 | 9 | 11 | 3 | 11
Cc1cccc(CN2CCCN(c3ncccc3-c3nc(C)no3)CC2)c1 | -55 | -2 | -3 | -1 | -9 | -10 | -24 | -20
CCOc1ccc(NC(=O)c2cc(-c3ccccc3)c(N3CCOCC3)s2)cc1 | 0 | 3 | 8 | 5 | 19 | 5 | 53* | 13
O=C(Cc1ccc(S(=O)(=O)N2CCOCC2)s1)N1CCCCC1 | 0 | 2 | -2 | 0 | 0 | -11 | 0 | -16
CC(C)(C)OC(=O)N1CCC[C@]2(CCC(=O)N2)[C@H]1c1ccc(F)cc1 | 25 | 0 | 1 | 2 | 16 | 14 | 12 | 31*
CO[C@@H]1[C@@H](O[C@@H]2O[C@H](C)[C@@H](O[C@H]3C[C@@](C)(O)[C@@H](O)[C@H](C)O3)[C@H](N(C)C)[C@H]2O)[C@@H](CC=O)C[C@@H](C)[C@@H](O[C@H]2CC[C@H](N(C)C)[C@@H](C)O2)/C=C/C=C/C[C@@H](C)OC(=O)C[C@H]1O | -23 | -3 | -9 | -4 | -32 | -40 | -46 | -78
Cc1ccc(NC(=O)C2C3C=CC4(O3)C2C(=O)N(CCc2ccccc2)C4C(=O)NC2CCCCC2)cc1 (centres undefined) | 0 | -117 | 3 | -1 | -3 | -11 | 5 | 1
CCOC(=O)CNC(=O)CSc1nc(-c2ccco2)nc2c1c(=O)n(C)c(=O)n2C | 17 | 5 | 0 | 1 | 10 | 7 | 23 | 30
Cn1c(NC(=O)c2ccccc2F)c(-c2ccc3c(c2)OCO3)c(=O)c2ccccc21 | 0 | 3 | 0 | -1 | 3 | 1 | 4 | 4
CC(C)CCNc1ncnc2c1sc1nc(N3CCOCC3)c3c(c12)CC(C)(C)OC3 | -6 | 1 | -1 | 0 | -4 | 0 | -7 | -14
Cn1ncc2c(NCCc3cccs3)nc(N3CCCCC3)nc21 | -47 | -26 | 0 | 3 | -31 | -4 | -12 | -50
Cc1[nH]c2ccccc2c1C(=O)CSc1nnc(-c2cccc(S(=O)(=O)N3CCOCC3)c2)n1-c1ccc(F)cc1 | 20 | 11 | -1 | 3 | 15 | 0 | 19 | 1

Among those listed so far, 11 have a carbonyl joined to an NH by a bond outside any ring:
SMILES | USP8 block | USP7 inh | USP10 block | UCHL1 block | OTUD3 inh | USP28 block | USP17 block | USP30 block
CC(=O)NC(Cc1cccc(C)c1)C(=O)NC1CCN(C(=O)Nc2ccccc2)CC1 (centres undefined) | 15 | -6 | -2 | -1 | 12 | 16 | 5 | 5
O=C(CSc1nccn1C1CCCCC1)Nc1ccccc1F | 15 | -6 | 4 | 3 | 17 | 13 | 20 | 25
Cc1cc(NC(=O)Cn2c(=O)n(Cc3ccco3)c(=O)c3ccc(C(=O)NCCc4ccccc4)cc32)n[nH]1 | 87* | 3 | 66* | 18 | 77* | 84* | 82* | 74*
CC(=O)c1cccc(NC(=O)C(=O)c2cn(CC(=O)N3CCOCC3)c3ccccc23)c1 | -11 | -1 | -1 | -2 | -83 | -17 | -1 | -124
O=C(NC1CCCCCC1)c1ccc(Cn2cnc3ccccc3c2=O)cc1 | 4 | 5 | 0 | 1 | 7 | 15 | 2 | 5
CC(CCc1ccccc1)NC(=O)COC(=O)c1ccc2c(c1)OCCO2 (centres undefined) | 12 | 4 | -2 | 2 | 11 | 13 | 18 | 22
CC(C)CNC(=O)c1ccc2c(c1)nc1n2CCN(Cc2ccco2)C1 | 0 | 0 | -3 | -2 | -10 | -12 | -1 | -68
CCOc1ccc(NC(=O)c2cc(-c3ccccc3)c(N3CCOCC3)s2)cc1 | 0 | 3 | 8 | 5 | 19 | 5 | 53* | 13
Cc1ccc(NC(=O)C2C3C=CC4(O3)C2C(=O)N(CCc2ccccc2)C4C(=O)NC2CCCCC2)cc1 (centres undefined) | 0 | -117 | 3 | -1 | -3 | -11 | 5 | 1
CCOC(=O)CNC(=O)CSc1nc(-c2ccco2)nc2c1c(=O)n(C)c(=O)n2C | 17 | 5 | 0 | 1 | 10 | 7 | 23 | 30
Cn1c(NC(=O)c2ccccc2F)c(-c2ccc3c(c2)OCO3)c(=O)c2ccccc21 | 0 | 3 | 0 | -1 | 3 | 1 | 4 | 4

Later entries
SMILES | USP8 block | USP7 inh | USP10 block | UCHL1 block | OTUD3 inh | USP28 block | USP17 block | USP30 block
COc1ccc(-c2ccc(CCC(=O)NCC3CCCO3)o2)cc1 (centres undefined) | 4 | 3 | -1 | 1 | 13 | 7 | 0 | -5
N#Cc1cccc(Cn2cc(S(=O)(=O)N3CCCC3)ccc2=O)c1 | 10 | 1 | -2 | -2 | 2 | 5 | 3 | 6
CC(O)c1nc2ccccc2n1CCCc1ccccc1 (centres undefined) | -4 | -9 | -3 | -5 | -14 | -12 | -21 | -10
Cc1sc2nc(CN3CCOCC3)nc(-n3nnc4ccccc43)c2c1C | 7 | -16 | 2 | 0 | -1 | -3 | 4 | 14
O=C(O)c1ccc(S(=O)(=O)C(F)(F)F)c([N+](=O)[O-])c1 | -110 | 14 | 7 | 0 | 14 | -19 | -5 | -12
CC1=CN2C(=N)/C(=C/c3cc(C)n(-c4ccc(F)cc4)c3C)C(=O)N=C2S1 | -39 | -22 | -8 | -11 | -161 | -196 | -76 | i
Cc1ccc(C)c(NC(=O)NCCc2cn(C)c3ncccc23)c1 | 14 | 2 | -1 | 3 | 5 | 17 | 37* | 18
O=c1c2c(-c3ccccc3)csc2ncn1C1CCCCC1 | 0 | -12 | 5 | 0 | 2 | 0 | 1 | -1
Cc1ccc(C)c(CNS(=O)(=O)c2cc3n(c2)CCCNC3=O)c1 | -9 | -3 | -1 | 1 | 0 | 0 | -27 | -78
CN1c2ccccc2CN(S(=O)(=O)CCN)CC1Cc1ccccc1 (centres undefined) | 21 | 2 | -7 | 2 | 10 | 11 | -2 | -13
COc1ccc(-n2nnc(C(=O)NC3CC3)n2)cc1 | 2 | 1 | 2 | 0 | 0 | -2 | 0 | 6
Cc1ccc2c(c1)c(=O)cc(C(F)(F)F)n2C[C@H]1CCCN1S(C)(=O)=O | -5 | 0 | 0 | 0 | 0 | -2 | 12 | 22
COc1ccc(CCC(=O)NCc2cn3cccc(C)c3n2)cc1 | 0 | 0 | -1 | 1 | 5 | 1 | 7 | 15
O=C(c1ccccc1)N1CCN(C(=O)c2cc(-c3ccncc3)n[nH]2)CC1 | 9 | 3 | 6 | 0 | -1 | -4 | 3 | 0
CCOc1cc(N2CCOCC2)c(OCC)cc1NC(=O)c1cc(-c2ccncc2)nc2ccccc12 | 70* | 6 | -6 | 3 | 12 | 9 | 66* | -9
O=C(C1CCC1)N1CCC2(CC1)OC(C(=O)N1CCCCC1)Cn1ccnc12 (centres undefined) | -27 | 1 | -3 | -2 | -12 | -11 | -29 | -15
COc1ccccc1-c1nnc(-c2cccc(S(=O)(=O)N3CCCC3)c2)o1 | -9 | 0 | -1 | 2 | -1 | -1 | 1 | 2
CC12CN3CC(C)(CN(C1)C3c1ccc(O)cc1)C2O (centres undefined) | 0 | 3 | -2 | 0 | -1 | -5 | -5 | 9
CCCN1CCN(CCCNC(=O)C2CCCN(c3nnc(-n4cccc4)s3)C2)CC1 (centres undefined) | -8 | -6 | -1 | -6 | -11 | -23 | -28 | -17
Cc1cccc(C(=O)NCc2noc(C3CCCC3)n2)c1C | 2 | -3 | -2 | -3 | -1 | -5 | -3 | -9
O=S1(=O)NC2(CCN(Cc3ccncc3)CC2)Nc2ccccc21 | -12 | 8 | 0 | 0 | 3 | 13 | 1 | 11
CC12CN3CC(c4ccccc4)(CN(C1)C3c1ccc(O)cc1)C2=O (centres undefined) | -1 | -3 | 0 | 0 | -12 | -12 | -5 | -11
O=C(c1cccc(C(F)(F)F)c1)N(c1ccccn1)C1CCCCC1 | 3 | -6 | 1 | -4 | 6 | 0 | 3 | 4
COc1cccc(O[C@@H]2C[C@@H](NC(=O)c3cocn3)[C@H](O)[C@H]2O)c1 | 3 | 2 | -2 | 0 | 0 | 0 | -1 | 0
O=C1COc2ccc(C(=O)COC(=O)c3ccc4ccccc4n3)cc2N1 | 20 | 1 | -7 | 0 | -62 | -44 | 44* | -195
O=C(Nc1cccnc1)c1cn(Cc2ccc(F)cc2)cc2c(=O)n(-c3ccccc3)nc1-2 | -12 | 3 | 3 | 1 | 6 | -3 | 2 | 2
O=S(=O)(NC1CCN(Cc2ccccc2)CC1)c1cccc2cccnc12 | -14 | 2 | -2 | -2 | -3 | -11 | -4 | -21

Assay outcomes (PubChem)

Compounds were not picked by outcome; any-hit rate near 13%.
